HIV Rev-RRE inh: inhibitors of HIV-1 Rev-RRE RNA interaction; P05866; Rev peptide-RRE RNA binding, FRET; inhibition, % at 8 µM; actives 0.79% (n = 97,000);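 active means inhibition above the screen-wide mean plus 3 SD, cut at about 35% in these data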;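 further: 0% = median DMSO wells and 100% = median Neomycin B control wells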
Target sequence (P05866 whole entry, looked up): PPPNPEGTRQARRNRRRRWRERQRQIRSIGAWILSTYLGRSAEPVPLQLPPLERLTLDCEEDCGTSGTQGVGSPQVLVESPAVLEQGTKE
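System: Cy5-labelled duplex RRE RNA binding fluorescein-labelled HIV Rev peptide; Signal: fluorescein-to-Cy5 FRET, 480 nm excitation; Also added: labelled Rev peptide; Compound: one concentration, 8 µM nominal; Buffer or medium: HEPES pH 7.5 salt buffer with EDTA; Read-out: % inhibition of FRET ratio versus controls; Schedule: 5 min preincubation and 15 min binding, 25 °C.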
CYP2C9 inh: human CYP2C9 inhibition; P11712; inhibition, % at 5 µM; AID 777; CYP2C9 Supersomes, luciferin-H conversion, luminescence; actives 20% (n = 96,000);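 active means blocking of liver enzyme CYP2C9 beyond about 50% at 5 µM, limit read from the data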; further: values of inactives mirror those of a sister screen read the other way
Plk1 PBD FP: Plk1 (human) PBD binding inhibition | P53350 | Plk1 PBD phosphopeptide binding, fluorescence polarization | inhibition, %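 (tested at about 20 µM)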 | actives 0.13% (n = 97,000); in the data active means inhibition above about 34%, passing the limit was not always enough
Calb biofilm kill: kills Candida albicans biofilms. AID 834. actives 0.14% (n = 85,000). inhibition, % at 6 µM. C. albicans biofilm + clotrimazole, Alamar Blue;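 active means inhibition above 20%; inactive means inhibition below 20%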;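 further: preformed 24 hr biofilms exposed to compound for 48 hr; 0% = biofilm without compound and 100% = blank killed by clotrimazole plus chlorhexidine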
PLK1 kinase inh: blocks human PLK1 kinase activity. P53350. recombinant PLK1 kinase, TR-FRET peptide phosphorylation. inhibition, % at 10 µM. actives 0.53% (n = 97,000). AID 619;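 active means inhibition of 50% or more in the single-concentration screen; inactive means inhibition below 50%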;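 further: 0% = DMSO max control and 100% = H-89 dihydrochloride min control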
PTPN22 inh 2: LYP (human) phosphatase inhibition | Q9Y2R2 | recombinant LYP catalytic domain, DiFMUP fluorescence | inhibition, % at 2 µM | actives 0.21% (n = 96,000) | AID 640;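 active means inhibition at 2 µM at or above a set limit, the screen mean plus 3 SD, cut at about 24% in these data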;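 further: 0% = DMSO with enzyme and 100% = enzyme fully blocked by orthovanadate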
Target sequence (Q9Y2R2 whole entry, looked up, the tested form may be a part): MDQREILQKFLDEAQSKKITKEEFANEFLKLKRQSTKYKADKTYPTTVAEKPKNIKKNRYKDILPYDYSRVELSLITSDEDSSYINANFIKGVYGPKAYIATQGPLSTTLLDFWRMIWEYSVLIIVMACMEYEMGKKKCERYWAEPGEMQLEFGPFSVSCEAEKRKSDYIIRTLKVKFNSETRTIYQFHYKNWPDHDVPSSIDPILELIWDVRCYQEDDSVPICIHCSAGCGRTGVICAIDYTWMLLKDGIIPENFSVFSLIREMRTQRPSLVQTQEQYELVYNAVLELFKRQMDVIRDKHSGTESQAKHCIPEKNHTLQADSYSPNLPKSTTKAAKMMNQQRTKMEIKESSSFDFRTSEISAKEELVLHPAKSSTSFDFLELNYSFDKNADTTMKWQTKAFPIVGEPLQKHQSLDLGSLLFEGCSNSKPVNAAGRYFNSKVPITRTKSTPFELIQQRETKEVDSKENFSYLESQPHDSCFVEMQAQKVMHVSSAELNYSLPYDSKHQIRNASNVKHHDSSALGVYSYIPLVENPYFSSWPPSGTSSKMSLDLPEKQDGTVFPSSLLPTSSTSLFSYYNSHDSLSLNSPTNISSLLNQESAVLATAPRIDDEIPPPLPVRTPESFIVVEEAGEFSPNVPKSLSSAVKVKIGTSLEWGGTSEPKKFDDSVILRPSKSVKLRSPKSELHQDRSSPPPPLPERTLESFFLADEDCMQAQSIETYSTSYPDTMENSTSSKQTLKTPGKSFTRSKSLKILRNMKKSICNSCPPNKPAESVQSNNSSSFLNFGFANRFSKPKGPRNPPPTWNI
CYP2C9 act: increases human cytochrome P450 2C9 activity; P11712; recombinant CYP2C9, luciferin-H conversion, luminescence; hits give high values; factor 1 = untreated enzyme, 0 = blocked; activation factor at 5 µM; actives 1.4% (n = 96,000);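 active means activation factor of 2 or more for CYP2C9 at a 5 µM dose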;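 further: 0 = sulfaphenazole-blocked wells and 1 = vehicle-only wells; values of inactives mirror those of a sister screen read the other way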
PTPN22 act: LYP (human) phosphatase activation. AID 697. actives 0.11% (n = 96,000). Q9Y2R2. activation, % at 2 µM. recombinant LYP, DiFMUP fluorescence; 0 = plate median, 100 = signal doubled;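 active means activation at 2 µM above a set limit, the mean plus 5 SD, cut at about 37% in these data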
EphB4 antag: antagonists of human EphB4-ephrin-B2 interaction. EphB4 LBD / TNYL-RAW-Alexa532 peptide, fluorescence polarization. inhibition, % at 7 µM. actives 0.15% (n = 97,000);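 active means inhibition above the screen-wide mean inhibition plus 3 SD, cut at about 15% in these data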;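 further: 0% = DMSO wells and 100% = excess unlabeled TNYL-RAW peptide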
* hit, by the source's call; · = not tested or not shown. No enrichment for hits. Share with any hit: about 20%.

SMILES	HIV Rev-RRE inh	CYP2C9 inh	Plk1 PBD FP	Calb biofilm kill	PLK1 kinase inh	PTPN22 inh 2	CYP2C9 act	PTPN22 act	EphB4 antag
O=C1CC(=C(c2ccccc2)c2ccccc2)C(=O)N1CCN1CCN(c2cccc(Cl)c2)CC1	4.3	20.3	12.5	·	-4.6	-3.6	0.8	-0.6	2.5
CCN(CC)C(=O)N1CCN(C(=O)c2ccc(C)cn2)CC1	9.4	-1.0	4.5	·	-17.3	-0.7	1	-0.3	1.9
COc1ccnc(N=CNOCc2ccc(C)cc2)c1C#N	-0.2	16.9	-10.3	2.5	-2.4	-18.8	0.8	19.2	-4.2
COc1ccccc1Nc1nc(C)cc(=O)[nH]1	1.8	2.7	-23.4	7.1	-12.7	-10.5	1	12.3	-5.3
Cc1nnc2sc(-c3ccc(NC(=O)c4ccc(-c5ccc(Cl)cc5Cl)o4)cc3)nn12	18.9	·	-10.2	3.6	-19.1	31.8*	·	-32.4	-6.5
CCN(CC)S(=O)(=O)c1ccc(NC(=O)Cn2c(=O)sc3ccccc32)cc1	13.2	70.4*	11.6	2.5	-15.8	-2.5	0.3	-0.4	1.9
Cc1ccc(C(=O)n2nc(-c3cccnc3)nc2N)cc1	9.7	23.1	-7.1	3.5	0.7	-9.4	0.8	6.5	1.8
CNC(=O)N(C1=NCC(C)S1)c1ccc(F)cc1F (stereo not drawn)	7.9	26.3	4.2	-8.2	1.8	-3.1	0.7	-1.3	-0.1
CN1CCN(Cc2cccc(Oc3ccc(Cl)cc3)c2)CC1	-5.5	-2.9	17.6	0.2	-0.7	1.1	1	-0.6	-1.8
COc1ccccc1C(=O)CSc1n[nH]c(N)n1	0.7	-203.4	-5.2	2.3	-8.3	-3.9	3*	3.8	-5.7
COC(=O)CCS(=O)(=O)c1nc(-c2ccccc2)cc(C(F)(F)F)n1	2.5	41.7	-7.8	8.1	-6.9	5.0	0.6	-1.8	-6.2
Cn1c(=O)c2[nH]c(CN3CCN(Cc4ccccc4)CC3)nc2n(C)c1=O	1.3	-8.6	14.7	10.0	-0.4	0.4	1.1	2.0	-4.1
CCOC(=O)/C(=N/Nc1ccc(Cl)cc1)S(=O)(=O)c1ccc(Cl)cc1	9.3	8.7	11.1	10.8	-11.2	5.0	0.9	-2.2	3.6
COc1ccc(CN2CC(C(=O)NCc3ccccn3)CC2=O)cc1 (stereo not drawn)	6.9	-4.4	-20.4	1.6	-9.5	-6.4	1	4.5	-3.3
COc1ccccc1Nc1nnc(SCC(=O)N2CCCC2)s1	5.1	-63.7	23.7	2.2	-15.3	-2.8	1.6	3.2	-8.1
Cc1ccc2c(c1)C(c1ccc(N3CCOCC3)cc1)=NNC(c1cccs1)=N2	2.5	6.2	-23.9	·	-11.6	-18.8	0.9	19.4	3.6
CCCCCC(=O)N/N=C/c1ccc([N+](=O)[O-])o1	7.7	·	-0.2	·	-9.2	2.0	·	0.3	-3.3
COC(=O)/C=C1\S/C(=N/NC(=O)c2ccccc2)NC1=O	5.1	80.6*	-17.7	·	7.6	12.9	0.2	-11.3	-2.9
CC1(C)C(=O)Nc2ccccc2N1C(=O)COC(=O)c1ccc(Cl)c(S(=O)(=O)NCc2ccccc2)c1	16.9	93.2*	11.3	4.1	-31.6	1.8	0.1	-0.2	-3.6
O=P(Cc1nnco1)(c1ccccc1)c1ccccc1	2.1	20.7	-1.0	9.1	3.2	-25.9	0.8	23.4	-1.3
CCOc1cccc(NC(=O)C2CC(=O)N(C)C(=Nc3ccccc3)S2)c1 (stereo not drawn)	13.9	73.7*	-17.0	4.7	-4.2	2.1	0.3	-4.2	-4.9
COc1ccccc1CN1CCN(S(=O)(=O)c2ccccc2)CC1	7.3	63.2*	7.2	-2.9	-5.9	1.4	0.4	-0.5	1.2
CC1(C)CC(=O)c2sc(NS(C)(=O)=O)nc2C1	3.5	-15.1	-0.6	5.9	-9.2	4.7	1.2	-9.6	-2.8
CCOC(=O)c1c(-c2ccc(C)o2)csc1NC(=O)CSc1nnc(C)s1	0.4	95.6*	-18.9	9.7	-6.6	-2.5	0	0.3	-0.6
Cc1oc(-c2cccs2)[n+]([O-])c1C	1.7	4.9	15.2	3.9	-6.4	-0.9	1	0.0	6.5
CCOC(=O)c1cnc2ccc(C(=O)OC)cc2c1NCCN1CCOCC1	21.1	37.6	-13.8	7.2	-0.8	-6.2	0.6	2.8	-6.3
CNC(=S)Nc1ccc(Nc2ccccc2)cc1	4.1	39.7	-20.4	-4.1	-15.1	6.9	0.6	-1.9	-9.4
Fc1ccc(Cn2nnc(-c3ccc(CN4CCOCC4)cc3)n2)cc1	12.2	2.8	5.2	18.6	2.0	-3.0	1	1.2	0.1
O=C(NCCN1CCCCC1)Nc1ccccc1	5.7	-0.7	-24.2	5.0	-5.1	4.0	1	-1.8	-3.0
CCc1nc(N2CCCC2)c(C#N)c2c1CCCC2	20.4	-27.0	6.0	1.3	-6.3	-10.2	1.3	9.3	0.8
CCOC(=O)C(C)n1cnc2c(nnn2Cc2ccc(C)cc2)c1=O (stereo not drawn)	9.2	-190.7	3.7	3.2	-11.4	-15.2	2.9*	14.6	-7.2
Cc1ccc(CC2CC(=O)N(c3ccc4c(c3)OCCO4)C2=O)cc1 (stereo not drawn)	3.6	19.5	-5.2	-0.4	-6.3	-1.6	0.8	-1.0	-13.5
O=C(Nc1cccnc1)c1ccco1	7.0	2.8	11.0	4.9	-28.1	6.3	1	-4.7	0.3
O=C(NNC(=O)c1sccc1-n1cccc1)c1cccc(Cl)c1	2.6	10.7	-51.0	·	4.8	-0.6	0.9	4.8	0.0
CCCc1nnc(SCC(=O)Nc2ccc(OC)cc2)n1N	5.0	-20.9	-10.3	-2.5	-2.6	4.0	1.2	-5.6	-1.2
CCCCC(=O)Nc1ccc(C(=O)OC2CCCCC2)cc1	7.6	91.4*	3.3	2.1	0.0	-8.5	0.1	8.1	-2.4
N#Cc1c(NC(=O)CSc2nc(N)cc(=O)[nH]2)sc2c1CCCCCC2	4.9	30.1	1.7	-2.5	-5.5	2.3	0.7	1.4	2.0
CC(=O)N1CCN=C1SCc1ccccc1Cl	8.3	-161.9	-4.8	5.2	-20.1	-0.1	2.6*	-3.2	4.3
Cc1ccn2cc(C(=O)Nc3ccc4c(c3)OCCO4)nc2c1	2.3	18.2	21.1	3.1	-6.7	-9.6	0.8	6.8	-1.6
C=CCn1cnc2scc(-c3ccc(CC)cc3)c2c1=O	10.7	52.8*	-30.4	6.6	19.7	12.8	0.5	-9.5	3.6
COc1ccc(NC(=O)COc2ccc(CNCCCN3CCOCC3)cc2OC)cc1	-4.7	2.2	21.2	·	-5.9	5.2	1	-0.2	-6.0
O=C(Nc1ccccc1)N1CCCc2ccccc21	8.0	·	2.8	4.6	-13.7	-12.8	·	14.6	3.1
COc1ccc(-c2cc(C(=O)N3CCCc4ccccc43)no2)cc1OC	6.0	-31.5	11.6	4.4	-14.3	-13.9	1.3	13.2	1.0
CCCCn1c(NC(C)=O)c(C#N)c2nc3ccccc3nc21	10.8	13.7	-13.7	6.4	-11.4	-8.1	0.9	8.5	1.4
CSc1ccccc1NC(=O)C1CC(c2ccccc2O)=NO1 (stereo not drawn)	6.4	-27.1	-22.3	6.8	-16.5	-4.4	1.3	0.6	1.5
COc1ccc(Cl)c(Cn2c(NCCCO)nc3c2c(=O)n(C)c(=O)n3C)c1	-3.1	7.0	-26.0	8.7	-23.4	1.7	0.9	-2.0	-5.5
CCOCCn1c(SCC)nc2c1c(=O)[nH]c(=O)n2C	7.5	·	-16.6	·	-8.9	1.1	·	-1.6	5.5
O=C(O)Cn1cnc2scc(-c3cccs3)c2c1=O	3.8	·	-4.8	9.2	19.7	-5.7	·	4.1	0.1
Cc1ccc(S(=O)(=O)NC2=NCN(Cc3ccccc3)CN2)cc1	-7.5	-10.0	-29.3	4.9	0.0	-5.2	1.1	4.4	-1.3
CCC(C(=O)N1CCN(S(C)(=O)=O)CC1)c1ccccc1 (stereo not drawn)	5.9	33.4	-14.5	4.3	-11.7	-4.5	0.7	4.6	0.8
Cc1cc(Cl)ccc1OCC(=O)NCCC(=O)O	3.3	27.2	-7.2	3.9	-1.4	-3.0	0.7	2.4	5.6
COc1cccc(/C=C/C(=C2\C(=O)N(c3ccccc3)N=C2C)c2ccc(Br)cc2)c1OC	7.0	·	-14.9	·	-7.8	9.9	·	-7.9	2.9
CCCCNC(=O)NCC(=O)Nc1ccc(F)c(F)c1	5.2	4.9	-29.4	-1.8	-2.6	6.2	1	-6.7	2.8
CN=C1S/C(=C\c2ccc(Sc3ccc(Cl)cc3)o2)C(=O)N1C	-0.1	29.4	-2.8	·	-3.8	-0.1	0.7	3.4	-2.2
C=CCn1c(SCC(=O)Nc2nccs2)nnc1-c1cc2cccc(OC)c2o1	3.4	-72.7	-15.5	-0.5	1.6	7.6	1.7	-8.2	-4.9
CCOc1cccc(C(=O)Nc2nccs2)c1	-2.0	·	0.9	1.1	-3.8	-1.2	·	2.1	-2.4
COc1ccc(Cl)cc1NC(=O)CN(C)C1CCCCC1	7.8	-129.3	-15.3	·	-4.2	8.3	2.3*	-6.1	3.0
COCCCNc1ncnc2c1cnn2-c1ccc(C)cc1C	-6.4	15.3	-4.2	·	-10.8	-9.2	0.8	11.8	-3.8
O=C(NCCCN1CCCC1=O)c1cc(=O)c2ccccc2o1	4.8	-0.8	-13.0	0.9	-14.9	1.2	1	-1.6	-2.4
NC(=O)CSc1nnc(-c2ccc(S(=O)(=O)N3CCCC3)cc2)n1CC1CCCO1 (stereo not drawn)	11.7	-4.5	-11.1	-5.5	-16.9	-0.8	1	-1.5	-0.5

An excerpt of these results, bar-delimited.
structure | HIV Rev-RRE inh | CYP2C9 inh | Plk1 PBD FP | Calb biofilm kill | PLK1 kinase inh | PTPN22 inh 2 | CYP2C9 act | PTPN22 act | EphB4 antag
Cc1cc(Cl)ccc1OCC(=O)NCCC(=O)O | 3.3 | 27.2 | -7.2 | 3.9 | -1.4 | -3.0 | 0.7 | 2.4 | 5.6
COc1cccc(/C=C/C(=C2\C(=O)N(c3ccccc3)N=C2C)c2ccc(Br)cc2)c1OC | 7.0 | · | -14.9 | · | -7.8 | 9.9 | · | -7.9 | 2.9

(more compounds)
SMILES	HIV Rev-RRE inh	CYP2C9 inh	Plk1 PBD FP	Calb biofilm kill	PLK1 kinase inh	PTPN22 inh 2	CYP2C9 act	PTPN22 act	EphB4 antag
Cc1ccc(C)c(-n2nnnc2Sc2nnnn2-c2ccccc2)c1	1.5	·	-17.4	9.9	-7.0	-8.4	·	6.7	0.9
Cc1ncc([N+](=O)[O-])n1CC(C)O (stereo not drawn)	6.2	31.4	15.7	6.4	-6.2	3.6	0.7	-1.5	6.7
COc1ccccc1N1CCN(C(=O)c2cc3c(=O)n(C)c4ccccc4c3n2C)CC1	7.5	60.6*	-13.2	0.2	-15.4	-0.1	0.4	-2.7	0.8
O=S(=O)(c1ccc(Br)s1)N1CCN(Cc2ccc3c(c2)OCO3)CC1	6.0	96.6*	15.5	4.9	-11.1	6.0	0	-4.9	7.3
COc1ccc(C(CNC(=O)c2ccccc2C)N2CCCC2)cc1 (stereo not drawn)	2.6	12.8	-10.2	·	-4.0	-5.1	0.9	4.7	3.0
COc1cccc(C(c2sc3ncnn3c2O)N2CCN(C(=O)c3ccco3)CC2)c1 (stereo not drawn)	7.5	·	5.6	2.0	-6.6	-5.9	·	2.0	4.5
Cc1cc2c(c(=O)n1Cc1cccnc1)C(c1ccc(F)cc1)C(C#N)=C(N)O2 (stereo not drawn)	2.8	22.6	-7.7	3.7	-5.2	-9.4	0.8	7.0	-1.9

Assay outcomes from PubChem.
